FXIa inh = human FXIa protease inhibitors, primary screen, biochemical, 1536-well | Coagulation factor XI (Homo sapiens), P03951 | purified FXIa, Boc-Glu-Ala-Arg-AMC fluorogenic substrate | inhibition, % at 5 µM | hit rate 0.14% among 220,000 | AID 798, 2007;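 active means inhibition of at least 40%; inactive means inhibition below 40%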;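 further: fluorescence of freed AMC excited at 355 nm; 0% = enzyme without compound and 100% = no enzyme blank; many of its hits are not listed in these tables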
Target sequence (P03951 19-387 limits assumed): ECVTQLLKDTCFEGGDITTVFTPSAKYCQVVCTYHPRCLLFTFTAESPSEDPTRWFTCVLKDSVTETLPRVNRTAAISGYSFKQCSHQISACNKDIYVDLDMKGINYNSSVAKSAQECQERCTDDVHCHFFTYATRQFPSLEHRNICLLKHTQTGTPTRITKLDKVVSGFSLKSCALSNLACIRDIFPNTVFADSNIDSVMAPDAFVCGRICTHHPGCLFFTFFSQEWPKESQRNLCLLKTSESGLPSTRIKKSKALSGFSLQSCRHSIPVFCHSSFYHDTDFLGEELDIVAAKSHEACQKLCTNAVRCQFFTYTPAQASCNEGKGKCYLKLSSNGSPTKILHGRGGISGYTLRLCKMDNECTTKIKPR
Target sequence (P03951 388-625 limits assumed): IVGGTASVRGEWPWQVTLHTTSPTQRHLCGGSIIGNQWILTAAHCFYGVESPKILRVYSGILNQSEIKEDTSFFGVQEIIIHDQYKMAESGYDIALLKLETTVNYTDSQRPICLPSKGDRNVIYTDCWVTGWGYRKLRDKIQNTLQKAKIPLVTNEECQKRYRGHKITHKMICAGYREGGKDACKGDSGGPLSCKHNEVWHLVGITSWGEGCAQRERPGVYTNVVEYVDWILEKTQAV
PGE2 EP2 inh = human EP2 receptor antagonists, primary screen, TR-FRET cAMP, C6 glioma cells; C6 glioma cells expressing human EP2; cells stimulated with saturating PGE2; Prostaglandin E2 receptor EP2 subtype (Homo sapiens), P43116; inhibition, % at 25 µM; AID 1422, 2008; hit rate 0.52% among 260,000;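 active means percent inhibition above 40 after rounding to a whole number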;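 further: rat C6 glioma host cells with rolipram phosphodiesterase inhibitor present; the protocol text gives 20 µM as final concentration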
Target sequence (P43116 whole entry, looked up): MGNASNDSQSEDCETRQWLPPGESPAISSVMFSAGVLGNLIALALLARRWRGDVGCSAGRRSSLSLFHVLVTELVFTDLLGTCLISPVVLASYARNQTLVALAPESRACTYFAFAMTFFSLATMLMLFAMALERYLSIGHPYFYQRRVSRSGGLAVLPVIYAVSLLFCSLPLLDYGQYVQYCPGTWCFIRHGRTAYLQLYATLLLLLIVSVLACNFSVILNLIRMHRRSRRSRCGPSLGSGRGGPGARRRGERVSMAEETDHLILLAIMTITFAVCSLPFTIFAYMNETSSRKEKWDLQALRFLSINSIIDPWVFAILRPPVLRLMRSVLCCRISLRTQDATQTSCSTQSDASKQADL
TNF necrop inh = inhibitors of TNF-alpha triggered necroptosis, primary screen, cell-based, Jurkat FADD-/-, single concentration. hit rate 0.068% among 220,000. Jurkat FADD-/- TNF necroptosis rescue, ATP luminescence, 24 h; 0 = TNF only, 100 = no-TNF cells. activation (protection from cell death), % at 10 µM;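 active means activation, meaning protection from cell death, of at least 50% relative to plate controls; inactive means activation below 50%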;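 further: necroptosis triggered by 40 ng/mL TNF-alpha added together with compound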
CHOP inh = inhibitors of CHOP promoter induction, primary screen, cell-based, unfolded protein response, luciferase reporter; hit rate 3.8% among 220,000; CHO-K1 CHOP-promoter luciferase, tunicamycin-induced, 15-18 h; inhibition, % at 10 µM;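 active means compounds that reduced the stress-induced luciferase reporter signal by more than about 70% of percent inhibition, limit read from the data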;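 further: 0% = tunicamycin plus vehicle and 100% = wells without tunicamycin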
Wee1 degr inh = Wee1 degradation inhibitors, primary screen, cell-based, HeLa, Wee1K328M-luciferase, luminescence | Wee1-like protein kinase (Homo sapiens), P30291 | HeLa Luc-Wee1K328M stability; 100% = proteasome inhibitor MG132 effect | reporter increase, % at 5 µM | hit rate 1.2% among 220,000;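 active means activation above the mean of all tested compounds plus 3 SD, set per screening run, cut at about 8.8% in these data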;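 further: cells exposed to compound for 20 h before luminescence read; 0% = DMSO alone and 100% = MG132 at 30 µM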
L929 necroptosis = inhibitors of zVAD-triggered necroptosis, primary screen, L929 cells. viability rescue, % at 10 µM. L929 zVAD necroptosis rescue, ATP luminescence, 24 h; with zVAD 60 µM. hit rate 0.38% among 220,000;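 active means activation, scaled between plate controls, above about 75%, limit read from the data; inactive means activation under that limit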;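 further: 0% = zVAD with DMSO and 100% = DMSO alone without zVAD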
PPC-1+TRAIL kill = compounds killing PPC-1 cancer cells with TRAIL present, primary screen, TRAIL potentiator project, ATPLite luminescence, uHTS | cell killing (% activity), % at 4 µM | AID 1443, 2008 | PPC-1 cells + TRAIL, ATPLite viability luminescence | hit rate 0.41% among 220,000;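 active means cell killing above 50% in the first pass at 4 µM, then a duplicate retest at 5 µM averaging 50% or more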;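 further: plate controls were cells with TRAIL plus DMSO for no effect and medium-only wells lacking cells for full effect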
Tb hexokinase = Trypanosoma brucei hexokinase 1 inhibitors, primary screen, biochemical, G6PDH-coupled NADH absorbance, MLSCN library. hexokinase 1 [Trypanosoma brucei]. recombinant TbHK1, G6PDH-coupled NADH A340. inhibition, % at 10 µM. hit rate 0.11% among 220,000. AID 1430, 2008;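 active means inhibition of 50% or more in the single-dose primary screen; inactive means inhibition below 50%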
FXIIa inh = human FXIIa protease inhibitors, primary screen, biochemical, 1536-well; AID 800, 2007; Coagulation factor XII (Homo sapiens), P00748; hit rate 0.3% among 220,000; inhibition, % at 5 µM; purified FXIIa, Boc-QGR-AMC fluorogenic substrate, 2 h; in the data active means inhibition above about 40%;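 further: 0% = enzyme with no compound and 100% = blank without enzyme; many of its hits are not listed in these tables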
* marks the source's active call; other numbers are inactive results; . = not tested or not shown; & = joins results of further samples.

SMILES	FXIa inh	PGE2 EP2 inh	TNF necrop inh	CHOP inh	Wee1 degr inh	L929 necroptosis	PPC-1+TRAIL kill	Tb hexokinase	FXIIa inh
COC(=O)c1ccc(COc2ccc(/C=N/N3CCN(C)CC3)cc2)cc1	-3	7	6.4	10	-1	0.3	21	-1	1
CCC(C)NC(=O)CCC(=O)Nc1ccc2nc(N3CCOCC3)cc(C)c2c1 (stereo not given)	16	12	-0.7	-8	0	2.8	16	-28	21
Cc1cc(C(=O)N(C)Cc2ccc(Br)cc2)no1	3	24	24	5	-4	8.4	-9	-2	15
O=C(CSc1nc(C2CC2)nc2ccccc12)NCc1ccc2c(c1)OCO2	7	11	1.3	58	2	5.9	16	0	1
S=c1[nH]nc(-c2cc(-c3ccccn3)nc3ccccc23)o1	-2	11	1.3	-10	-3	0.8	2	-15	3
CC(C)C(O)P(=O)(OCc1ccccc1)c1ccc(N(C)C)cc1 (stereo not given)	-1	5	0.1	-30	4	0.0	23	57*	9
Cc1noc(C)c1COC(=O)[C@@H](NC(=O)c1ccccc1Cl)C(C)C	17	4	-0.4	-2	2	0.4	6	3	12
O=C(/C=C/c1ccc(F)cc1)c1ccccc1Br	-2	4	2.7	4	0	-0.3	29	-8	6
CC[C@H](C)C(=O)O[C@H]1CCC=C2C=C[C@H](C)[C@H](CC[C@@H]3C[C@@H](O)CC(=O)O3)[C@H]21	7	6&7	4.5	33&21&0	2&2	-0.9	17&3	-10	10
CC(=O)c1cn(N(C)c2ncc(C(F)(F)F)cc2Cl)c(=O)[nH]c1=O	3	7	0.1	1	-1	3.5	18	-2	9
CCOC(=O)c1sc(NC(=O)C(C)Sc2nc(N)cc(=O)[nH]2)nc1C (stereo not given)	2	4	0.4	0	1	5.5	-2	-1	3
Brc1ccc2ncnc(Nc3ccc(N4CCOCC4)cc3)c2c1	-5	13	1.2	46	-1	0.3	12	-19	4
COCCCNC(=S)NNC(=S)Nc1ccc(OC)cc1	4	6	0.0	-6	-1	1.3	-3	-11	7
O=C(NCCc1ccccc1)c1noc2c1CCc1ccccc1-2	0	4	1.3	22	-2	-0.7	-1	-3	7
O=c1cc(CSc2nnc(NC3CCCCC3)s2)nc2sccn12	-1	4	-2.1	2	0	8.1	1	-8	2

(continued)
SMILES	FXIa inh	PGE2 EP2 inh	TNF necrop inh	CHOP inh	Wee1 degr inh	L929 necroptosis	PPC-1+TRAIL kill	Tb hexokinase	FXIIa inh
Cc1cc(N)n2nc(C)c(-c3ccccc3)c2n1	2	12&5	-0.2	3	-1	2.1	24	-7	7
COC(=O)/C(=C/c1ccc2c(c1)c1ccccc1n2C)NC(=O)c1ccccc1	-2	6	2.5	14	0	8.0	-4	-12	-4
CC1=C(C(=O)N2CCOCC2)C(c2ccccc2F)C2=C(CC(C)(C)CC2=O)N1 (stereo not given)	-3	13	0.1	3	-3	0.4	3	-21	8
COc1ccc(N2CCN(C(=O)COc3ccc4c(C)cc(=O)oc4c3)CC2)cc1	3	3	0.2	10	0	-0.3	12	-16	5
CC(=O)O[C@@H]1[C@@]2(C)O[C@H]2CC[C@]23O[C@H]2[C@H](OC3=O)C2=C(C)C(=O)O[C@@]21O	-6	-2	-0.1	11	-1	5.5	13	-5	-2
CCOc1ccccc1-c1nnc(SCC(=O)NC2CC3CCC2C3)n1CC (stereo not given)	-2	0	0.5	21	-5	0.2	12	-5	2
Cc1ccc2c(c1)CCCN2C(=O)c1cc2ccccc2oc1=O	5	5	-2.2	12	1	0.1	4	-19	9
COc1ccc(/C=N/Nc2ccccn2)cc1O	2	8	60*	7	-2	90*	25	-73	6
N=C1C(=O)OCC1c1ccccc1NC(=O)CN1CCOCC1 (stereo not given)	8	9	0.9	16	3	-0.2	20	2	14
c1ccc(-c2nc3ccccc3nc2N2CCOCC2)cc1	0	6	-3.8	11	4	0.6	5	-8	15
COc1ccc(CNC(=O)C(OC(=O)c2nsc(Cl)c2Cl)C(C)C)cc1 (stereo not given)	1	8&3	0.4	62	-2	1.2	4	4	13
CCOC(OCC)P(=O)(C(C)C)C(C)C	5	7	0.1	-2	-2	0.0	8	-7	12
O=C(NCc1ccco1)C(=O)c1cn(CC(=O)N2CCCCCC2)c2ccccc12	0	14	2.5	2	1	0.8	5	-18	8
Cc1ccc(OCC(=O)NCC(=O)Nc2ccc(F)cc2)c([N+](=O)[O-])n1	-4	6	1.8	20	-2	0.4	7	35	-1
CCOC(=O)Cn1c(=O)oc2cc(S(=O)(=O)Nc3cc(OCC)ccc3OCC)ccc21	0	9	-0.7	10	-1	-0.3	7	8	7

Single values from the list.
Value for `COc1ccc(CNC(=O)C(OC(=O)c2nsc(Cl)c2Cl)C(C)C)cc1` (stereo not given) under PGE2 EP2 inh: 8&3
Value for `COc1ccc(/C=N/Nc2ccccn2)cc1O` under TNF necrop inh: 60*
Value for `CCOC(OCC)P(=O)(C(C)C)C(C)C` under PPC-1+TRAIL kill: 8
Value for `CC1=C(C(=O)N2CCOCC2)C(c2ccccc2F)C2=C(CC(C)(C)CC2=O)N1` (stereo not given) under CHOP inh: 3
Value for `COc1ccc(N2CCN(C(=O)COc3ccc4c(C)cc(=O)oc4c3)CC2)cc1` under TNF necrop inh: 0.2

Whole records as entered above:
`CCOC(OCC)P(=O)(C(C)C)C(C)C` across the screens: FXIa inh: 5; PGE2 EP2 inh: 7; TNF necrop inh: 0.1; CHOP inh: -2; Wee1 degr inh: -2; L929 necroptosis: 0.0; PPC-1+TRAIL kill: 8; Tb hexokinase: -7; FXIIa inh: 12
`COC(=O)/C(=C/c1ccc2c(c1)c1ccccc1n2C)NC(=O)c1ccccc1` across the screens: FXIa inh: -2; PGE2 EP2 inh: 6; TNF necrop inh: 2.5; CHOP inh: 14; Wee1 degr inh: 0; L929 necroptosis: 8.0; PPC-1+TRAIL kill: -4; Tb hexokinase: -12; FXIIa inh: -4

More structures:
SMILES	FXIa inh	PGE2 EP2 inh	TNF necrop inh	CHOP inh	Wee1 degr inh	L929 necroptosis	PPC-1+TRAIL kill	Tb hexokinase	FXIIa inh
COc1ccc2c(c1OC)C(=O)OC2C/C(=N\NC(N)=O)c1ccccc1 (stereo not given)	0	4	-1.1	-6	3	-0.1	-2	-4	5
C=CCc1cccc(/C=N/c2ncccc2O)c1O	-1	9	1.2	4	-2	0.6	6	4	15
Cc1cccc(C)c1NC(=O)CN(C)CC(=O)Nc1cc(Cl)ccc1C#N	3	15	-1.5	32	0	-0.3	8	5	15
O=S(=O)(c1cccs1)N1CN(Cc2cccs2)c2nc3ccccc3nc21	1	13	-2.7	44	1	0.0	19	-15	20
CCCCCn1c(CNC(=O)CCC)nc2ccccc21	-6	12	0.3	6	2	0.2	10	5	4
Cc1cc2c(sc3ccccc32)c(C)n1	0	3	-1.7	17	-2	0.6	3	-20	12
O=c1cnnc(SCc2ccc([N+](=O)[O-])cc2)[nH]1	-5	4	-0.4	0	7	5.0	0	0	8
CCCCNC(=O)C1C2C=CC3(CN(Cc4ccc(C)cc4)C(=O)C13)O2 (stereo not given)	-7	9	-0.3	20	0	0.0	0	8	2
C=C(C)CSc1nnc([C@H](CCSC)NC(=O)OC(C)(C)C)o1	1	15	-3.6	-20	-3	-0.2	4	-6	14
COc1ccc(N(CC(=O)NCc2ccc(C)cc2)S(=O)(=O)c2c(C)nn(C)c2C)cc1	5	5	2.2	49	4	.	13	4	14
NNC(=O)C1=NOC2COC3(CCN(c4ncccn4)CC3)OCC12 (stereo not given)	3	3	0.8	-14	-1	1.9	13	-1	2
O=c1c2[nH]c3ccccc3c2ncn1Cc1ccncc1	-4	3	-1.5	7	-3	0.9	11	-8	14
CC(=O)N1CCN(CC(=O)Nc2ccc(C)c(S(=O)(=O)N(C)C)c2)CC1	-4	7	-0.5	-9	-1	0.5	12	-3	3
CCc1ccc(NC(=O)CSc2nnc(CNC(=O)c3c(F)cccc3Cl)o2)cc1	-5	7	-0.7	-5	4	-0.2	35	-1	9
CCc1nnc(NC(=O)C2CCN(c3cnccn3)CC2)s1	6	4	-2.9	-2	4	0.4	3	-11	17

The list goes on.
SMILES	FXIa inh	PGE2 EP2 inh	TNF necrop inh	CHOP inh	Wee1 degr inh	L929 necroptosis	PPC-1+TRAIL kill	Tb hexokinase	FXIIa inh
Cc1cc(SCC(=O)NC(=O)NCc2ccco2)nc2ccccc12	1	10	-7.3	65	-2	0.2	18	3	10
CC(C)(C)c1ccc(C2C(C#N)=C(N)Oc3n[nH]c(-c4cccnc4)c32)cc1 (stereo not given)	-1	5	-0.5	76*	7	-0.7	14	-7	10
CC1(C)CSC(=NCCc2ccccc2)N1C(=O)c1ccc(C#N)cc1	21	5	1.7	-25	3	-0.5	27	35	17
O=C(Nc1ccc(NC(=O)C2CCCCC2)nc1)c1cccs1	4	26&5	8.2	4	1	59	7	10	8
O=C(COC(=O)C1=COCCO1)Nc1ccccc1OC(F)F	4	4	0.7	-4	-2	5.4	-19	-1	7
Cc1cc(SCC(=O)c2ccccc2)n2ncc(-c3ccccc3)c2n1	9	3	5.7	-21	0	4.7	4	-15	9
NCCSSCCN	3	14&9&9&10	-0.1	21&5	.	-0.4	15	-12	12
COc1ccc(C(=O)N(c2ccccn2)C2CCCCC2)c(OC)c1	-3	1	0.0	9	2	1.5	15	3	2
CCc1cc(C(=O)OC)c(NC(=O)C2CC(=O)NN2Cc2ccccc2)s1 (stereo not given)	-1	7	-5.6	6	0	-0.5	27	-7	16
COc1ccc(C2c3c(oc4ccc(C)cc4c3=O)C(=O)N2c2cc(C)ccn2)cc1OC (stereo not given)	3	8	-2.8	47	3	-0.5	2	-6	11
COC(=O)c1cc2cc(NS(=O)(=O)c3ccc(C)cc3)ccc2s1	-4	9	-1.5	103*	-1	0.4	-18	-2	3
N#Cc1ccccc1CSc1nc2ccsc2c(=O)n1Cc1ccccn1	-8	4	0.2	1	0	-0.3	11	5	4
COC(=O)c1c(-c2cccs2)csc1NC(=O)CSc1ncnc2sc(C)c(C)c12	-7	6	-7.3	22	-1	-0.1	24	-13	7
Cc1ccc(/C=N/NC(=O)CC(=O)NCc2cccnc2)cc1	-5	21	0.3	10	3	-0.1	14	25	1
COCCn1c(SCC(=O)c2ccccc2)nc2c(c1=O)SCC2	-4	5	-1.2	5	-1	2.3	-13	-14	-1

Not all compounds are listed; rates above refer to the full screens.
